eLon inh = inhibitors of E. coli Lon protease, primary screen, biochemical, fluorescence polarization. purified E. coli Lon protease. inhibition, % at 7.94 µM. 360,000 tested, 0.42% active; in the data active = inhibition above about 13%, passing the limit was not always enough;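 note: 0% = enzyme with probe and DMSO and 100% = no enzyme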
NRP1-CendR mod = modulators of CendR peptide binding to NRP-1, primary screen, biochemical, fluorescence polarization, uHTS | FAM-RPARPAR peptide binding to NRP-1 | inhibition, % at 25 µM | 360,000 tested, 0.85% active;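 active = inhibition or corrected inhibition above about 18%, plus a signal ratio from 0.5 to 1.5, limit read from the data, passing the limit was not always enough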; note: strong numbers were not always called active
Target sequence (O14786 whole entry, looked up): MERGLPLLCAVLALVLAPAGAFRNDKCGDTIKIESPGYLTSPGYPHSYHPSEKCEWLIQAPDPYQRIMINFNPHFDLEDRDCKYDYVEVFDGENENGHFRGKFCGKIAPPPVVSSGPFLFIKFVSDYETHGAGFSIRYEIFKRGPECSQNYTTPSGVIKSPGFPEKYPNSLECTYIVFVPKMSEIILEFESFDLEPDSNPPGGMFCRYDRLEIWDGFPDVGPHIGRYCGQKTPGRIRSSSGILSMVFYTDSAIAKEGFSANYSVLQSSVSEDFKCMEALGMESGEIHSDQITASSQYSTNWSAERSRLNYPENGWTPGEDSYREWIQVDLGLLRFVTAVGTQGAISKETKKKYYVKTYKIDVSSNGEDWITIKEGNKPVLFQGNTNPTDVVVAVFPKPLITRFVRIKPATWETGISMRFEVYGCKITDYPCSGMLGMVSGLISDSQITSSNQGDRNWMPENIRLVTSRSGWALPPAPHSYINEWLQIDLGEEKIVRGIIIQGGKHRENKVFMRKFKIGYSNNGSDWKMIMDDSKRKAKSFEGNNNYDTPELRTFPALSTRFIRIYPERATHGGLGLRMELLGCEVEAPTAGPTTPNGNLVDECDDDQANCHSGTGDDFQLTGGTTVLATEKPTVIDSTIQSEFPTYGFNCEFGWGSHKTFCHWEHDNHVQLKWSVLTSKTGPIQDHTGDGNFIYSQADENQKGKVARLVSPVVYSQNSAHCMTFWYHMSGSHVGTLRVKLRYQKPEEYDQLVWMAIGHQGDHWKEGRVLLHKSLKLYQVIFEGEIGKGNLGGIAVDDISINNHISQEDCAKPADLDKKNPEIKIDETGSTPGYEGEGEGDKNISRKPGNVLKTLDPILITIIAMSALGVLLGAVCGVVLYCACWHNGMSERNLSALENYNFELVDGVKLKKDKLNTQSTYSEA
Rin1-Abl PPI inh = inhibitors of Rin1-Abl protein binding, primary screen, biochemical, TR-FRET | Tyrosine-protein kinase ABL1 (Homo sapiens) + Ras and Rab interactor 1 (Homo sapiens), … | inhibition, % at 7.35 µM | 360,000 tested, 0.4% active | AID 588664, 2011; in the data active = inhibition above about 5%, passing the limit was not always enough
MsrA act = bovine MsrA enzyme activators, primary screen, biochemical, absorbance, HTS | Methionine sulfoxide reductase A (Bos taurus) | purified bovine MsrA, absorbance read-out | activation, % at 10.6 µM | 360,000 tested, 0.3% active | AID 602163, 2012; in the data active = activation above about 7.5%;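 note: 0% = vehicle and 100% = reference activator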
Neddylation inh = inhibitors of cullin neddylation, primary screen, biochemical, TR-FRET, uHTS, NAE and Ubc12; AID 651699, 2012; NEDD8-conjugating enzyme Ubc12 (Homo sapiens) + NEDD8-activating enzyme E1 regulatory …; calls only at 25 µM; 360,000 tested, 0.58% active; in the data active = inhibition above about 36%
SKN-1 block = suppressors of acrylamide-induced Pgst-4::GFP reporter in worms, primary screen, SKN-1 inhibitor project, whole organism, uHTS, GFP/RFP fluorescence ratio, strain VP596; C. elegans VP596 Pgst-4::GFP/RFP ratio, 24 h; inhibition, % at 21.8 µM; 360,000 tested, 0.49% active; AID 624304, 2012;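 active = interference check ratio from 0.5 to 1.5 plus GFP to RFP signal ratio inhibition reaching or exceeding a fixed threshold, cut at about 30% in these data, passing the limit was not always enough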; note: some compounds called inactive have numbers as strong as hits
MT1-MMP act inh = blockers of MT1-MMP proenzyme processing, primary screen, HT1080 RFP-PRO-GFP cells, GFP/RFP fluorescence; AID 651647, 2012; GFP/RFP ratio fluorescence, overnight; percent of plate control window, DMSO zero; GFP/RFP ratio change, % at 20 µM; 360,000 tested, 0.061% active; Matrix metalloproteinase-14 (Homo sapiens), P50281;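 active = GFP/RFP ratio change of at least 30% with cell ATP level not reduced by more than half and red fluorescence within 50% of control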; note: strong numbers were not always called active
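system = RFP-PRO-GFP reporter HT1080 cells | dosing = 20 µM single dose, 1% DMSO | timing = overnight cell settling, then overnight compound exposure, 37 °C, 5% CO2 | read-out basis = GFP/RFP fluorescence ratio | controls = DMSO and RFP-L50D-GFP cell wells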
MsrA inhibitor = bovine MsrA enzyme inhibitors, primary screen, biochemical, absorbance, HTS; Methionine sulfoxide reductase A (Bos taurus); purified bovine MsrA, absorbance read-out; inhibition, % at 15.5 µM; 360,000 tested, 0.75% active; in the data active = inhibition above about 4.5%;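 note: 0% = vehicle wells with enzyme and 100% = reference inhibitor wells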
FAS TE block = FAS thioesterase domain inhibitors, primary screen, biochemical, fluorescence intensity, uHTS | recombinant FAS-TE, OMFH fluorogenic substrate, fluorescence endpoint | Fatty acid synthase (Homo sapiens), P49327 | 360,000 tested, 0.67% active | inhibition, % at 15 µM;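 active = compounds whose normalised, plate-corrected inhibition of enzyme fluorescence in the single-dose primary screen is 50% or more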;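 note: 0% = DMSO with enzyme and 100% = substrate without enzyme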
Active calls of the source: *; i = inactive; · = no result given. Rows were taken by chance; about 4.2% have a hit in one of these screens.

SMILES	eLon inh	NRP1-CendR mod	Rin1-Abl PPI inh	MsrA act	Neddylation inh	SKN-1 block	MT1-MMP act inh	MsrA inhibitor	FAS TE block
CCCc1cc(=O)[nH]c(SCC(=O)Nc2cc(S(=O)(=O)N3CCCCC3)ccc2Cl)n1	-8	-4	3	4	i	15	-12	-0.5	-1
Cn1c(=O)c2[nH]c(C3CC3)nc2n(C)c1=O	-11	-4	2	-2	i	5	-6	1.0	-3
CCN1CCCC1CNCc1ccccc1OCc1ccc(F)cc1 (configuration not stated)	1	-11	-1	0	i	10	2	-0.2	-7
CCCCn1c(N)c(N(CCOC)C(=O)c2ccc3c(c2)OCCO3)c(=O)[nH]c1=O	-18	-4	5	-2	i	16	4	-1.3	0
COc1ccccc1N1CCN(C(=O)c2ccccc2Oc2ccccc2)CC1	9	13	3	3	i	-9	-3	0.8	6
CC1(NC(=O)Cc2c(F)cccc2Cl)CCS(=O)(=O)C1 (configuration not stated)	7	12	0	-4	i	-6	-3	0.6	-9
CC(C)(C)c1nc(SCC(=O)Nc2ccc3c(c2)OCCO3)c2ccccc2n1	-21	15	-2	-12	i	-5	-6	0.0	22
CC(C)C(C(=O)NCc1ccco1)N(C(=O)CNS(=O)(=O)c1ccccc1)c1ccccc1 (configuration not stated)	-5	11	-1	-3	i	-2	0	1.6	-2
Cc1ccc(C(=O)/C=C/Nc2cccc(O)c2)cc1	0	-19	1	-13	i	3	-83	0.8	0
CC(C)(C)CC(=O)Nc1nnc(SCC(=O)NCc2cccs2)s1	5	6	4	-3	i	-3	2	1.3	-6
CN(Cc1cccs1)C(=O)CNC(=O)c1ccco1	-5	-14	1	-3	i	0	-1	1.1	-6
O=C(c1cc(COc2ccc(F)cc2F)on1)N1CC2C[C@@H]3CC1C[C@H](C2)C3	-7	7	-1	-1	i	21	-2	-0.6	18
COc1cc2nc(SCc3ccc(Cl)cc3Cl)n(Cc3cccs3)c(=N)c2cc1OC	0	-8	-1	-3	i	14	-5	2.3	30
Cc1ccc(C2N(c3ccc(Cl)cc3)C(=O)N3CCCN23)cc1 (configuration not stated)	3	0	12*	-13	i	-3	-3	-1.9	13
CCN(C(=O)COC(=O)/C=C/c1ccc(OC(F)F)c(OC)c1)C1CCS(=O)(=O)C1 (configuration not stated)	-9	-2	-1	-2	i	-2	-2	1.1	-3
Cc1ccc(C(=O)Nc2cccc(C(=O)NCc3ccccc3)c2)o1	-3	13	-1	-1	i	9	1	-1.0	-7
CCOC(=O)C1=C(C)N=C2c3ccccc3C(=O)C2C1c1ccc(Cl)cc1 (configuration not stated)	-2	11	6	-4	i	9	1	-1.3	21
O=C(c1ccco1)N1CCN(C(=O)c2cnn(-c3ccc(Cl)cc3)c2C2CCNCC2)CC1	-14	4	4	1	i	-5	2	0.2	-6
CCC(c1nnc(SCC(=O)Nc2nnc(-c3ccccc3)o2)o1)N(C)C (configuration not stated)	-10	-14	1	-6	i	9	1	1.1	-6
CCNC(=O)C1CC(=O)N(Cc2ccc(F)cc2)C(=Nc2ccc(OC)cc2)S1 (configuration not stated)	-3	1	1	-1	i	7	0	0.2	2
Nc1nc(-c2cccc(NS(=O)(=O)c3ccccc3)c2)cs1	7	1	-3	-1	i	2	2	0.2	-4
N/C(=N/O)c1nc(N2CCCCC2)nc(N2CCCCC2)n1	2	-1	-4	-2	i	11	3	0.7	-14
C(#CCN1CCOCC1)COCCOC(c1ccccc1)c1ccccc1	-5	4	4	-1	i	11	0	1.5	-4
CC(=O)c1ccc(NC(=O)C2=CC(c3ccc4c(c3)OCO4)=NS(=O)(=O)N2C)cc1	0	9	3	-1	i	10	8	2.7	19
N#Cc1c(NC(=S)NC(=O)Cc2cccs2)sc2c1CCCCC2	-8	-6	-4	2	i	18	5	-0.4	26
Cc1ccc(NC(=S)N(CCCN2CCCC2)Cc2cccn2Cc2ccc(Cl)cc2)cc1	2	9	-4	-8	i	2	-8	0.2	16
O=C(Nc1c(C(=O)N2CCOCC2)cnn1-c1ccccc1)c1cccc(F)c1	-9	9	-1	-1	i	-16	1	1.6	-7
COc1ccccc1OC(C)C(=O)N1CCN(Cc2ccc3c(c2)OCO3)CC1 (configuration not stated)	-1	-5	1	-4	i	7	0	0.0	-3
On1nnc2ccccc21	0	6	0	-3	i	1	-7	-0.1	-5
COc1cc(OC)cc(-c2nnc(SCC(=O)NCc3cccs3)o2)c1	-9	5	2	-2	i	11	2	1.4	-1

Full records, quoted from the list. Order of values: eLon inh | NRP1-CendR mod | Rin1-Abl PPI inh | MsrA act | Neddylation inh | SKN-1 block | MT1-MMP act inh | MsrA inhibitor | FAS TE block
Profile of On1nnc2ccccc21 = 0 | 6 | 0 | -3 | i | 1 | -7 | -0.1 | -5
Profile of COc1cc(OC)cc(-c2nnc(SCC(=O)NCc3cccs3)o2)c1 = -9 | 5 | 2 | -2 | i | 11 | 2 | 1.4 | -1
Profile of N#Cc1c(NC(=S)NC(=O)Cc2cccs2)sc2c1CCCCC2 = -8 | -6 | -4 | 2 | i | 18 | 5 | -0.4 | 26
Profile of COc1ccccc1OC(C)C(=O)N1CCN(Cc2ccc3c(c2)OCO3)CC1 (configuration not stated) = -1 | -5 | 1 | -4 | i | 7 | 0 | 0.0 | -3
Profile of Nc1nc(-c2cccc(NS(=O)(=O)c3ccccc3)c2)cs1 = 7 | 1 | -3 | -1 | i | 2 | 2 | 0.2 | -4

Additional entries.
SMILES	eLon inh	NRP1-CendR mod	Rin1-Abl PPI inh	MsrA act	Neddylation inh	SKN-1 block	MT1-MMP act inh	MsrA inhibitor	FAS TE block
COc1ccc(CN2CCC(C(=O)N3CCN(c4ccccc4F)CC3)CC2)cc1OC	-4	-1	5	1	i	16	7	0.4	-9
C#CCN(C(=O)c1ccc(OC)c(OC2CCN(C(C)C)CC2)c1)C1CCCCC1	-2	4	4	-4	i	8	0	-1.3	-6
CCNC(=S)N(CCc1c(C)[nH]c2ccc(OC)cc12)Cc1cccnc1	-3	3	-1	-3	i	8	-7	-0.1	-1
Cn1c(SC2CCCCC2=O)nnc1-c1ccncc1 (configuration not stated)	3	3	1	-4	i	6	6	-0.4	-8
Cc1ccccc1NC(=O)COc1ccc(Br)cc1CNCCCO	-3	8	0	-2	i	-13	-1	-1.0	7
Cc1ccc([C@@H]2CC=C(C(=O)O)[C@H](c3ccccc3F)N2S(=O)(=O)c2ccc(C)cc2)cc1	-19	0	-1	-1	i	-8	-1	0.2	-2
CN1C(=O)NC(c2ccc(O)cc2)C2=C1CN(c1ccccc1)C2=O (configuration not stated)	3	1	-1	-4	i	3	0	0.5	-6
Cc1nc2ncnn2c(C)c1CCC(=O)Oc1ccccc1	0	7	4	-6	i	-6	4	0.8	-6
Cc1ccc2nc(Nc3nc(CSc4nnc(C)s4)cc(=O)[nH]3)nc(C)c2c1	2	5	-1	-2	i	-11	2	0.6	-4
CCOc1ccccc1N1CCN(Cc2cccc(OC)c2OC)CC1	-5	1	-1	-7	i	-45	-1	-0.3	-5
CC(C)C(CO)N1CCN(Cc2ccccc2)CCC1=O (configuration not stated)	-9	24*	-1	-4	i	0	1	1.5	-7
CN(C)S(=O)(=O)c1ccc(C(=O)N(c2ccccn2)c2ccccn2)cc1	9	4	-5	-1	i	-10	3	0.9	-7
O=C(N/N=C/c1cc(Cl)cc([N+](=O)[O-])c1O)c1cc(-c2ccccn2)nc2ccccc12	-13	17	-2	-2	i	-7	-8	·	24
COc1cccc(-n2nnc3c(=O)n(CC(=O)N4CCCc5ccccc54)cnc32)c1	-11	4	2	1	i	3	-3	0.4	12
Cc1cc(C)nc(NS(=O)(=O)c2ccc(N3C(=O)c4ccccc4C3=O)cc2)n1	4	-7	0	-3	i	10	0	-0.4	-8
CC(NC(=O)c1ccccc1F)C1CC1 (configuration not stated)	-4	-4	3	-1	i	5	-2	1.3	-4
Cc1cc(=O)oc2c(C)c(OC(C)C(=O)NCC3CCC(C(=O)O)CC3)ccc12 (configuration not stated)	-1	15	-1	0	i	1	8	1.2	-5
O=C(c1cccs1)N1CCN(Cc2ccccc2)CC1	-29	10	2	-7	i	-3	-2	0.9	-8
CCC(C)CCCCNC1=NCCS1 (configuration not stated)	3	4	-1	-1	i	7	2	-0.6	-110
CCN(CC)c1ccc(NC(=O)CSc2nnc(N)s2)cc1C	-2	-3	-5	-2	i	5	1	0.3	-8
CC(Sc1nnc(C2CC2)n1C1CC1)C(=O)Nc1ccc(C(N)=O)cc1 (configuration not stated)	-3	0	1	-6	i	-7	-2	0.3	-5
Cc1ccc(S(=O)(=O)CCSc2n[nH]c(=O)n2-c2ccccc2)cc1	4	-3	1	-13	i	-22	3	-0.8	-1
COc1ccc(NC(=S)N2CCC(C(=O)c3ccc(Cl)cc3)CC2)cc1	5	1	1	1	i	2	1	-1.0	-3
CCOC(=O)c1ccc(NC(=S)N(CCCN2CCCCC2)Cc2ccco2)cc1	-5	6	2	-2	i	-8	1	1.1	-3
O=C(NNC(=O)c1nc(Cl)ccc1Cl)c1ccc(F)cc1	10	10	1	-3	i	21	2	0.1	-5
COc1ccccc1N1CCN(Cc2cn[nH]c2-c2ccc(F)cc2)CC1	-12	3	2	-1	i	-3	-1	0.5	0
O=C1CN(C(=O)CNCc2cccc(Cl)c2)c2ccccc2N1	-1	11	-1	-2	i	-12	-2	-1.6	0
Cc1ccc(S(=O)(=O)N2CC=C(N)N2)cc1	0	12	-1	4	i	-10	5	-0.5	-7
CCCOP(=O)(OCCC)C(Nc1ccc(C(C)C)cc1)c1ccc([N+](=O)[O-])cc1 (configuration not stated)	4	-5	1	-4	i	2	-41	0.9	36
O=C(O)c1ccccc1C(=O)NCCc1c(C(=O)O)[nH]c2ccc(F)cc12	0	5	-2	-3	i	-13	-2	0.0	-4
CC(COc1cccc2ccccc12)CN1CCN(C)CC1 (configuration not stated)	9	1	1	2	i	8	-4	-0.7	-1
O=C(Nc1ccccc1-c1nnn(CC(=O)N2CCCc3ccccc32)n1)c1ccc(Cl)cc1	-1	6	1	-1	i	15	2	-0.8	35
O=C(CCn1c(=O)oc2ccccc21)NCCCN1CCOCC1	-6	15	-1	-4	i	4	-2	-1.4	-7
COc1cc(OC)c(C(=O)Nc2ccc(N(C)C)cc2)cc1OC	-2	-4	-8	-3	i	-3	10	-0.4	0
CCOc1ccccc1N1CN(Cc2ccccc2)CNC1=S	-8	-18	4	1	i	0	0	0.2	-6
C=CCn1c(SCC(=O)Nc2ccccc2F)nnc1C(C)NC(=O)c1ccccc1F (configuration not stated)	0	15	-2	-2	i	11	-3	0.9	-1
Cc1ccc(-c2cn3cccnc3n2)cc1NC(=O)c1cccs1	4	-1	-3	-5	·	7	4	2.0	-12
Cc1cc(Cl)ccc1NC(=O)CN(C)C1=NS(=O)(=O)c2ccccc21	-16	-13	4	-4	i	-5	-3	0.4	-2
CC1CCN(C(=O)C(C)c2ccc([N+](=O)[O-])cc2)CC1 (configuration not stated)	1	-6	0	-3	i	4	-2	0.8	-2
O=C(CN1CCC(NC(=O)c2ccco2)CC1)Nc1cccc2ccccc12	0	-2	-1	-1	i	4	0	1.0	1
Nc1n[nH]c(N)c1N=Nc1cccc(C(F)(F)F)c1	-3	-9	-3	-2	i	-1	0	1.8	-7

Source: PubChem BioAssay (several laboratories)
